Bioassay records as filed in PubChem BioAssay.
IDE cell activ: boosts human insulin-degrading enzyme activity in HEK cells | P14735 | FAbeta-B cleavage, fluorescence polarization; 0% vehicle, 100% cell-free pure enzyme wells | activation, % at 5.96 µM | actives 0.073% (n = 340,000);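 active means activation above the mean of all tested compounds plus 3 SD, set per screening campaign, cut at about 17% in these data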
Target sequence (P14735 whole entry, looked up): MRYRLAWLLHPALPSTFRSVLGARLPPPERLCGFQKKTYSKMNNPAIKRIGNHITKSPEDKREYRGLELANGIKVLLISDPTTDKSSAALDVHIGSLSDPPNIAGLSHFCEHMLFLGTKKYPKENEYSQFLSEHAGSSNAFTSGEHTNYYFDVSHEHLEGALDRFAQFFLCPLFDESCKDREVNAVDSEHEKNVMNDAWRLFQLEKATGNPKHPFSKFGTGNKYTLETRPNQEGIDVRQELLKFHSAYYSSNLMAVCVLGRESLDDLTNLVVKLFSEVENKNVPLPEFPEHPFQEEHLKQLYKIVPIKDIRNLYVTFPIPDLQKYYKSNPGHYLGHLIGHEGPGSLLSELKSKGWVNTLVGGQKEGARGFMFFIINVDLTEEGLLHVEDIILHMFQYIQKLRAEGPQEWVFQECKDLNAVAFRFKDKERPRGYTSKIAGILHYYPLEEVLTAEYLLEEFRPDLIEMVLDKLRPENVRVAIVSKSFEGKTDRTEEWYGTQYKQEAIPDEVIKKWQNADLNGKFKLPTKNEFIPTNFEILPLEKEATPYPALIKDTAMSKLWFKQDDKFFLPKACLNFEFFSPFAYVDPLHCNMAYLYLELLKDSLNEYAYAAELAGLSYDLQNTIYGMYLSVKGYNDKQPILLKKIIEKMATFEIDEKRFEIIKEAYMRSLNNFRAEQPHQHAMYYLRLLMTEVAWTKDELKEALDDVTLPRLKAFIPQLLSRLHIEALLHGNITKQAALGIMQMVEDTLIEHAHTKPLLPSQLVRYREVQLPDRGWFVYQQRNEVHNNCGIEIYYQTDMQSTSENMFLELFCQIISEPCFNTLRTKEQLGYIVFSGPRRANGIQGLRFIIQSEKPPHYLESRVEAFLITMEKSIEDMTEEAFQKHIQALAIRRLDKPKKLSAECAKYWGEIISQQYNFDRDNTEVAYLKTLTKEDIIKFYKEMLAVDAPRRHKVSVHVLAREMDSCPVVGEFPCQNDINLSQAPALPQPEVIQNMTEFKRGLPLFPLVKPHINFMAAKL
pCIP destab: compounds decreasing mouse p/CIP protein stability. Q05BA5. F442A p/CIP-EGFP cells, EGFP fluorescence, 16 h. decrease of EGFP signal, % at 10 µM. actives 0.01% (n = 290,000). AID 1984;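 active means EGFP signal decrease of at least 30% at 10 µM or well 3 SD below plate mean, unless failing retest; inactive means the rest, including hits failing retest or dose response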; further: some compounds called inactive have numbers as strong as hits; many of its hits are not listed in these tables
UBC9 SUMO inh: blocks human SUMOylation mediated by UBC9 | P63279 | AID 2006 | inhibition, % at 35 µM | actives 0.36% (n = 290,000) | HTRF SUMOylation assay, SAE1/SAE2 + UBC9, in vitro; in the data active means inhibition above about 50%, passing the limit was not always enough; further: strong numbers were not always called active
MEKK3 PB1 HTS: modulators (inhibitors or enhancers) of MEK5 binding to human MEKK3 PB1 domain. Q99759. bead-based flow cytometry, Alexa488-MEK5 binding to MEKK3; actives lie on both sides; 0 = blocked by unlabeled MEK5, 100 = vehicle. binding response (% of control), % at 10 µM. actives 1.4% (n = 290,000). AID 1529;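 active means binding response more than 3 SD above or below the average of its plate-row segment, actives on both sides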;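 further: Alexa488 bead fluorescence after subtracting the streptavidin-only scavenger bead signal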
DNA FID counter: fluorescent intercalator displacement, NS3 helicase counter-screen. inhibition, % at 7.9 µM. DNA fluorescent intercalator displacement, fluorescence. actives 0.17% (n = 290,000); in the data active means inhibition above about 37%;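 further: 0% = vehicle and 100% = reference compound; higher means more ethidium bromide displaced from hairpin DNA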
NS3 helicase inh: inhibitors of Hepatitis C virus NS3 helicase. NS3 helicase DNA unwinding, Cy5 molecular beacon fluorescence. inhibition, % at 10.9 µM. actives 0.56% (n = 290,000). AID 1800;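 active means inhibition above the mean of all tested compounds plus 3 SD, set per campaign, cut at about 35% in these data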;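 further: 0% = DMSO wells and 100% = thioflavine S control wells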
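Control set: DMSO versus 110 µM thioflavine S; Material: NS3 helicase fragment of HCV; Measured by: Cy5 fluorescence at 0 and 60 min, beacon hairpin quenching; Read-out basis: percent inhibition from t60/t0 fluorescence ratio; Times: reaction time 60 min, 25 °C; Repeats: single replicate; Compound dosing: single dose, 10.9 µM nominal final, DMSO 0.8% final.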
PHOSPHO1 block: blocks human PHOSPHO1 phosphatase activity; recombinant PHOSPHO1, absorbance phosphatase assay; inhibition, % at 13.3 µM; actives 1.1% (n = 290,000); in the data active means inhibition above about 60%
IMP-1 inh: blocks Pseudomonas aeruginosa IMP-1 metallo-beta-lactamase; actives 0.45% (n = 290,000); inhibition, % at 5.6 µM; AID 1556; purified IMP-1, nitrocefin hydrolysis, epi-absorbance fluorescence;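 active means inhibition above the mean plus 3 SD of all compounds in the same screening run, cut at about 4.5% in these data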;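 further: 0% = IMP-1 with DMSO and 100% = DMSO wells lacking enzyme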
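Material – recombinant IMP-1 enzyme, purified · Amount – IMP-1 0.2 nM before substrate addition · Medium – HEPES buffer pH 7.1 with ZnSO4 and Brij 35 · Timing – 25 °C, 15 min preincubation, 25 min reaction · Measured by – plate fluorescence quenching by hydrolysis product, ex 480/em 530 nm · Read-out – percent enzyme inhibition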
VIM-2 inh: blocks Pseudomonas aeruginosa VIM-2 metallo-beta-lactamase. actives 0.89% (n = 290,000). purified VIM-2, nitrocefin hydrolysis, epi-absorbance fluorescence. inhibition, % at 5.6 µM;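 active means inhibition above the mean of all tested compounds plus 3 SD, cutoff set per screening run, cut at about 7.5% in these data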;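 further: red hydrolysis product quenches plate fluorescence so inhibitors raise well fluorescence; 0% = enzyme with DMSO and 100% = DMSO without enzyme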
* hit, by the source's call; · = not tested or not shown; & = joins results of further samples. Only part of the results is shown. The share of hits here may be higher or lower than overall.

SMILES	IDE cell activ	pCIP destab	UBC9 SUMO inh	MEKK3 PB1 HTS	DNA FID counter	NS3 helicase inh	PHOSPHO1 block	IMP-1 inh	VIM-2 inh
COC(=O)c1ccc(C23CC4(C2)[C@H](CN(Cc2cccnc2)[C@@H]4c2ccccc2)C3c2ccc(Cl)nc2)cc1 (stereo not given in full)	7	-3	-15	107	·	·	31	·	·
Oc1ccc(-c2nnc(SCC3CCCCC3)o2)cc1	6	-8	-5	101	-18	0	9	-3.5	-2.0
Cc1cc(C)c(S(=O)(=O)NCc2cccs2)cc1C	1	3	-22	100	-23	2	·	-2.4	0.1
O=C(O)c1ccc(NS(=O)(=O)c2ccc3c(c2)OCCO3)cc1	8	-7	2	108	·	·	5	·	·
Cc1ccc(OCC(=O)N(C)CCc2ccccn2)cc1	3	-4	-19	99	3	-2	5	-2.2	-2.5
COc1ccc(-n2c(C)cc(C=O)c2C)cc1Cl	-7	-7	16	91	-5	-3	38	-0.9	-0.9
CNC(=O)/C(C#N)=C/c1c(N2CCCCCC2)nc2ccccn2c1=O	-2	5	-2	105	-4	1	33	-1.7	8.1*
O=C(NCc1ccccn1)c1ccc(OC2CCN(Cc3ccccc3O)CC2)cc1	6	-5	5	101	4	2	26	-1.8	-1.8
O=c1[nH]c(=S)[nH]c2c1C(c1cc([N+](=O)[O-])c(N3CCOCC3)cc1N1CCOCC1)O2 (stereo not given)	0	11	-5	142*	-7	-7	12	-2.9	-2.7
c1ccn(-c2ncnc3sc4c(c23)CCCC4)c1	-8	-1	12	95	0	-3	-5	0.4	1.3
Fc1ccc(CNC(=S)NCc2cccc(Cl)c2)cc1	6	-19	-14	99	-13	10	4	-1.2	-3.5
Cc1noc(C)c1C(=O)OCC(=O)c1c(N)n(CC(C)C)c(=O)n(C)c1=O	2	-8	18	101	-18	-1	1	-1.2	-1.4
COC(=O)CCC(=O)N1CCC(CCC(=O)NCc2ccc(F)cc2)CC1	7	-8	5	105	-11	-7	·	-2.9	-1.9
Cc1cc(NC(=O)CSc2ncc(CO)n2Cc2ccc(F)cc2)no1	2	-20	·	100	-14	9	-44	-1.5	0.5
O=C(/C=C/c1ccc(Cl)cc1)N1CCN(c2ccccc2[N+](=O)[O-])CC1	2	-6	-3	101	-28	-3	-2	-5.3	-3.0
O=C(Nc1ccon1)c1ccc(S(=O)(=O)N2CCCCCC2)cc1	1	-7	-3	99	-6	3	6	-2.7	-2.1
Cc1ccc[n+](-c2nc3ccccc3nc2C(=C=[N-])C#N)c1	3&4	-21&-18	31&31	84&94	2&5	17&17	38&11	-1.5&-1.4	-0.8&0.8
N#CC(C(=O)Nc1ccc(Cl)cc1)=C1Nc2ccccc2N1	4	0	5	95	1	-3	-14	-2.1	-0.7
COCCNC(=O)C(c1ccc(C)cc1)N(CCOC)C(=O)CCC(=O)Nc1nccs1 (stereo not given)	-2	-5	3	97	-29	-7	30	-1.6	-0.8
O=C(NCc1ccco1)/C(=C/c1ccccc1F)NC(=O)c1ccccc1	9	6	-7	100	1	5	34	0.1	-1.4
Cc1sc(NC(=O)Cc2ccc3c(c2)OCO3)nc1-c1ccc2c(c1)CCN2C(=O)c1ccc(F)cc1	-1	-2	-5	99	-2	11	-11	0.7	0.1
Cc1c(C(=O)C(=O)NCC2CCCO2)c2ccccc2n1C (stereo not given)	2	-5	12	124	6	5	-5	-2.8	-2.4
Cc1ccccc1C(=O)Nc1sc(C)c(C)c1C(=O)c1ccccc1	3	-4	-33	110	-3	-1	-86	-2.2	-2.0
C=CCNC(=S)N1CCN(Cc2ccccc2)CC1	1	-7	12	111	4	-5	21	-2.7	0.3
CCc1ccccc1NC(=O)c1ccc(CN2CCC(Cc3ccccc3)CC2)cc1	-1	-20	2	95	8	-28	-9	-2.9	-6.7
CC(C)CC(NC(=O)C(NC(=O)C1OC2OC(C)(C)OC2C2OC(C)(C)OC12)C(C)C)C(=O)O (stereo not given)	2	-7	15	99	-34	6	35	-1.1	-2.2
COc1cc(O)c(CC=C(C)C)c(O)c1C(=O)CCc1ccc(O)cc1	4	-8	-5	105	·	·	-19	·	·
Cn1c(NNC(=O)c2c(F)cccc2F)cc(=O)n(C)c1=O	10	1	52	101	0	7	8	1.2	0.8
Cc1ccc(N2C(=O)N(CC(=O)NC(N)=O)C(=O)C2C)cc1 (stereo not given)	4	-12	-4	111	-1	14	5	-0.3	-2.1
OC(CNCC(c1ccco1)N1CCCCC1)c1ccccc1 (stereo not given)	6	-13	-10	105	6	1	-13	-0.5	0.0

A different layout for part of the listing above.
SMILES,IDE cell activ,pCIP destab,UBC9 SUMO inh,MEKK3 PB1 HTS,DNA FID counter,NS3 helicase inh,PHOSPHO1 block,IMP-1 inh,VIM-2 inh
Cc1ccc[n+](-c2nc3ccccc3nc2C(=C=[N-])C#N)c1,3&4,-21&-18,31&31,84&94,2&5,17&17,38&11,-1.5&-1.4,-0.8&0.8
N#CC(C(=O)Nc1ccc(Cl)cc1)=C1Nc2ccccc2N1,4,0,5,95,1,-3,-14,-2.1,-0.7
COCCNC(=O)C(c1ccc(C)cc1)N(CCOC)C(=O)CCC(=O)Nc1nccs1 (stereo not given),-2,-5,3,97,-29,-7,30,-1.6,-0.8
O=C(NCc1ccco1)/C(=C/c1ccccc1F)NC(=O)c1ccccc1,9,6,-7,100,1,5,34,0.1,-1.4
Cc1sc(NC(=O)Cc2ccc3c(c2)OCO3)nc1-c1ccc2c(c1)CCN2C(=O)c1ccc(F)cc1,-1,-2,-5,99,-2,11,-11,0.7,0.1
Cc1c(C(=O)C(=O)NCC2CCCO2)c2ccccc2n1C (stereo not given),2,-5,12,124,6,5,-5,-2.8,-2.4
Cc1ccccc1C(=O)Nc1sc(C)c(C)c1C(=O)c1ccccc1,3,-4,-33,110,-3,-1,-86,-2.2,-2.0
C=CCNC(=S)N1CCN(Cc2ccccc2)CC1,1,-7,12,111,4,-5,21,-2.7,0.3
CCc1ccccc1NC(=O)c1ccc(CN2CCC(Cc3ccccc3)CC2)cc1,-1,-20,2,95,8,-28,-9,-2.9,-6.7
CC(C)CC(NC(=O)C(NC(=O)C1OC2OC(C)(C)OC2C2OC(C)(C)OC12)C(C)C)C(=O)O (stereo not given),2,-7,15,99,-34,6,35,-1.1,-2.2
COc1cc(O)c(CC=C(C)C)c(O)c1C(=O)CCc1ccc(O)cc1,4,-8,-5,105,·,·,-19,·,·

Further compounds
SMILES	IDE cell activ	pCIP destab	UBC9 SUMO inh	MEKK3 PB1 HTS	DNA FID counter	NS3 helicase inh	PHOSPHO1 block	IMP-1 inh	VIM-2 inh
O=C(O)C1CCN(C(=O)c2ccco2)CC1	7	20	6	113	8	3	-12	-1.6	-2.5
O=C(c1ccco1)N1CCN(c2ccccc2F)CC1	0	-4	20	102	-3	-5	-6	-1.4	0.5
COCC1CCN(C(=O)C2CCC(=O)N(Cc3ccc(Cl)cc3)C2)CC1 (stereo not given)	2	0	1	101	-28	-3	13	-3.4	-0.3
COc1cc2[nH]c(=S)nc(NCCC(C)C)c2cc1OC	-3	-9	17	114	8	-14	-103	-3.2	-2.7
CN(C)S(=O)(=O)c1cccc(N=C2SCCN2Cc2ccccc2)c1	4	-9	-10	101	-25	-11	40	-2.1	-2.0
Cc1ccc(C)c(C(=O)CN2C(=O)NC3(CCCCCCC3)C2=O)c1	3	-5	18	102	-8	1	11	0.5	1.6
Cn1c(=O)c2c(nc(CN3CCN(Cc4ccccc4)CC3)n2Cc2ccc(F)cc2)n(C)c1=O	0	-9	-8	112	7	-20	3	-1.2	-0.3
COc1ccccc1NC(=O)c1ccc(-c2nn(C)c(=O)c3ccccc23)cc1	0	-5	0	95	-19	0	18	-2.9	-0.6
Cc1ccccc1NC(=O)CCc1c(C)nn(-c2ccc(N3CCCCC3)nn2)c1C	1	3	11	99	-43	29	48	2.9	1.9
Cc1cnc(CN(C)C(=O)C2CCC(=O)N(CCc3ccccc3)C2)[nH]1 (stereo not given)	4	4	-6	97	-13	9	44	-3.1	-1.0
COc1ccc(CN2CCN(C(=O)CCC(=O)Nc3nnc(C4CCCCC4)s3)CC2)cc1F	7	7	-1	103	-41	-14	38	-0.7	-0.9
O=C(O)c1nnn(-c2ccc([N+](=O)[O-])cc2)c1-c1ccccc1	13	-14	17	96	-5	-4	46	-2.9	-3.4
COc1ccc(NC(=O)c2cc3ccc(O)cc3o/c2=N\O)cc1	-3	-17	-4	105	2	1	·	-1.2	0.4
CC1(C)CCN2CCC(C)(C)c3c(O)ccc1c32	-15	-187	14	95	18	-58	24	3.1	0.8
COc1ccc(C(=O)NCCCNC(=O)c2cccnc2)cc1OC	3	1	5	102	-3	-5	39	-2.2	-2.3
CCCCNC(=O)C(=O)N/N=C/c1ccc(OCc2ccccc2)cc1	-3	12	-4	103	1	3	1	-4.3	-0.6
Cc1cccc(NC(=O)C2CCCN(S(=O)(=O)c3cccc4nonc34)C2)c1 (stereo not given)	4	-11	26	99	-1	-3	-8	-2.5	0.2
COC(=O)c1ccc(C(C(=O)NCc2ccccc2)N(Cc2cccs2)C(=O)c2cnccn2)cc1 (stereo not given)	2	-3	-5	102	-12	-1	2	-0.9	-1.7
CC1=C(C(=O)OCC2CCCO2)C(c2ccc(C)cc2)C2=C(CCCC2=O)N1 (stereo not given)	0	-6	9	104	-25	1	24	-2.3	-0.5
COC(=O)c1ccccc1NC(=S)NC(=O)COc1ccc(C(C)C)cc1	4	-8	-9	101	2	14	6	0.6	-2.3
N#CC(C#N)=C(N)CSc1cccc[n+]1[O-]	-4	9	1	107	1	-3	40	-6.2	-4.5
CC(C)c1ccc(NC(=O)c2ccc(NS(C)(=O)=O)cc2)cc1	-1	-9	-3	91	-3	1	18	-4.4	-5.4
O=C1c2ccccc2-c2nccnc21	5	3	16	101	-3	5	21	-2.8	-1.9
COc1ccc(CCNC(=S)Nc2ccc(OC)cc2)cc1	1	-7	-19	126	-4	-12	3	-2.0	-3.5
O=C(NCCSc1ccccc1)c1ccccc1F	-1	·	·	103	-5	11	·	-0.2	-2.6
O=S(=O)(NCc1cccs1)c1ccc(Br)cc1	0	1	-3	95	-16	16	34	-1.7	-1.5
C/C(=N\NC(=O)c1nnn(-c2nonc2N)c1-c1ccccc1)c1ccco1	-1	-12	9	103	-19	-5	22	-3.1	-3.9
Cc1cc(C)n2cc(CSc3nc4ccccc4s3)nc2n1	2	-7	15	103	-28	14	-16	-0.8	10*
